PLCg1 inh = PLC-gamma1 enzyme inhibitors, primary screen, biochemical, fluorescence, purified enzyme; 1-phosphatidylinositol 4,5-bisphosphate phosphodiesterase gamma-1 (Homo sapiens), P19174; fluorogenic substrate; actives 0.84% (n = 370,000); inhibition, % at 12.2 µM; in the data active = inhibition above about 9.5%
ADAM17 inh = ADAM17 inhibitors, primary screen, biochemical, QFRET; actives 0.83% (n = 370,000); recombinant ADAM17, EDANS/DABCYL FRET peptide cleavage; inhibition, % at 6.95 µM;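 active = inhibition above the mean of compounds lying between control limits plus 3 SD, set per campaign, cut at about 8.5% in these data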;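 also: 0% = DMSO-only wells as the low control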
DAX1 inh-1 = DAX1 (NR0B1) inhibitors, primary screen, cell-based, HEK293, Gal4-DAX1, luciferase luminescence. Nuclear receptor subfamily 0 group B member 1 (Homo sapiens), P51843. HEK293 Gal4-DAX1 luciferase reporter. inhibition, % at 6.75 µM. actives 0.99% (n = 340,000). AID 504766, 2011;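 active = inhibition above the mean over all tested compounds plus 3 SD, cut at about 4.2% in these data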;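 also: 0% = DAX1-transfected cells with DMSO and 100% = empty-vector control cells with DMSO; inhibition shows as a rise in luminescence from relieved DAX1 repression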
ssDAF12 agonist = S. stercoralis DAF-12 nuclear receptor activators, primary screen, cell-based, luminescence, HEK293, GRIP1 co-expression, lit1-tk-luc; activation, % at 6.8 µM; actives 1% (n = 370,000); HEK293 ssDAF-12/GRIP1 lit1-tk-luc reporter; % of 3 µM dafachronic acid response; Nuclear hormone receptor DAF-12 (Strongyloides stercoralis); AID 652126, 2013;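 active = activation above the mean over all tested compounds plus 3 SD, cut at about 0.9% in these data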;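 also: 0% = DMSO-only wells and 100% = 3 µM delta7-dafachronic acid wells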
HGIII-sPLA2 inh = human group III sPLA2 inhibitors, primary screen, biochemical, QFRET, BODIPY PC-A2 liposome substrate. QFRET BODIPY PC-A2 liposome hydrolysis, fluorescence. inhibition, % at 12.2 µM. Group 3 secretory phospholipase A2 (Homo sapiens), Q9NZ20. actives 0.56% (n = 370,000);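 active = inhibition above mean plus 3 SD of compounds lying within the high and low control bounds, cut at about 19% in these data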;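 also: 0% = median of test compound wells and 100% = no enzyme DMSO wells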
Target sequence (Q9NZ20 whole entry, looked up): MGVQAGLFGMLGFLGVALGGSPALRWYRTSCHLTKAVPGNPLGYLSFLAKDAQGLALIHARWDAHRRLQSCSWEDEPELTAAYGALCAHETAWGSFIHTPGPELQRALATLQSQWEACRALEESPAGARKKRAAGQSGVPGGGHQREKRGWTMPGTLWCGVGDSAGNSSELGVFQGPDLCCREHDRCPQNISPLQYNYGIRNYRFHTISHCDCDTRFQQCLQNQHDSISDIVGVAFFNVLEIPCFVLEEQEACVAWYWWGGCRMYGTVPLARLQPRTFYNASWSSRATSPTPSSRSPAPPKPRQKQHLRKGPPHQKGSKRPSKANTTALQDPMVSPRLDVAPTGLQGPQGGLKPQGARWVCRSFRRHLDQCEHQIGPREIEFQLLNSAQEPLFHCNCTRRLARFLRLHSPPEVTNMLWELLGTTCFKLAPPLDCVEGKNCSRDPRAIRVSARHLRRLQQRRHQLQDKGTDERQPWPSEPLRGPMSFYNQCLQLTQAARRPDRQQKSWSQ
DAX1 inh-2 = DAX1 (NR0B1) inhibitors on StAR promoter, primary screen, cell-based, luminescence, SF-1 (NR5A1), full-length DAX-1; inhibition, % at 6.8 µM; actives 1.1% (n = 370,000); AID 652010, 2013; HEK293T StAR-luciferase reporter, SF-1/DAX-1 repression relief;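 active = inhibition above the mean over all tested compounds plus 3 SD, cut at about 3.6% in these data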;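 also: 0% = DAX-1 cells with DMSO and 100% = cells lacking DAX-1 with DMSO; higher inhibition means more luminescence from relief of DAX-1 repression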
ADAM10 inh = human ADAM10 inhibitors, primary screen, biochemical, QFRET, HTS; Disintegrin and metalloproteinase domain-containing protein 10 (Homo sapiens), O14672; recombinant ADAM10, EDANS/DABCYL FRET peptide cleavage, 3 h; inhibition, % at 7 µM; actives 0.62% (n = 370,000); AID 720582, 2013;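 active = inhibition above a per-campaign cutoff equal to the mean of compounds falling between control-based bounds plus 3 SD, cut at about 20% in these data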;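 also: 0% = DMSO wells while the 100% control is not disclosed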
Target sequence (O14672 214-748 limits assumed): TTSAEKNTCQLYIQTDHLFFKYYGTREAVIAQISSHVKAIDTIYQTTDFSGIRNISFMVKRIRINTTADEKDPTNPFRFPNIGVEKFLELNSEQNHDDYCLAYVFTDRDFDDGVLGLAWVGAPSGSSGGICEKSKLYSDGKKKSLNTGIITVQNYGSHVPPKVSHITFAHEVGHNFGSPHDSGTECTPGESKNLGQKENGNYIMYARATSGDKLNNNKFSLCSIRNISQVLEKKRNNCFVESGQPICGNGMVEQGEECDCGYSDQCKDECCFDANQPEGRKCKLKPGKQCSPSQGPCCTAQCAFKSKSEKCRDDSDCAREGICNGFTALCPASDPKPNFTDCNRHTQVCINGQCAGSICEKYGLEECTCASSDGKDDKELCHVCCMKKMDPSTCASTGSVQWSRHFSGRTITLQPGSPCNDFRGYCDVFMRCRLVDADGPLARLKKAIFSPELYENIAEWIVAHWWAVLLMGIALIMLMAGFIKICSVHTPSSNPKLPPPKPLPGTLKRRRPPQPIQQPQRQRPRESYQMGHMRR
hcDAF12 agonist = H. contortus DAF-12 nuclear receptor activators, primary screen, cell-based, luminescence, HEK293, lit1-tk-luc reporter | HEK293 hcDAF-12 lit1-tk-luc reporter; 0% DMSO, 100% Δ7-dafachronic acid | activation, % at 6.8 µM | actives 1.4% (n = 370,000) | AID 652067, 2013;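 active = activation above the mean of all tested compounds plus 3 SD, cut at about 5.5% in these data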;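 also: 100% = response to 3 µM Δ7-dafachronic acid high control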
PLC-beta3 inh = human PLC-beta3 inhibitors, primary screen, biochemical, fluorescence; 1-phosphatidylinositol 4,5-bisphosphate phosphodiesterase beta-3 (Homo sapiens), Q01970; Purified PLC-beta3, fluorogenic substrate; inhibition, % at 12.2 µM; actives 0.18% (n = 370,000); AID 720704, 2013; in the data active = inhibition above about 11%;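 also: 0% = median of compound wells on plate and 100% = full blocker control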
hgDAF12 agonist = H. glycines DAF-12 receptor agonists, primary screen, cell-based, luminescence, HEK293, GAL4 fusion, UAS-luciferase; actives 1.8% (n = 370,000); HEK293 GAL4-hgDAF12 UAS-luciferase reporter, agonist luminescence; normalized to butyrate control; activation, % at 6.8 µM;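 active = activation above a cutoff set at the mean of all screened compounds plus 3 SD, cut at about 10% in these data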;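 also: 0% = DMSO wells and 100% = sodium butyrate wells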
FXN GAA850 act = FXN promoter activators, primary screen, cell-based, luciferase luminescence, HEK293 lucGAA850. HEK293 lucGAA850 FXN promoter luciferase reporter, 24 h; percent of 10 µM SAHA response. activation, % at 6 µM. actives 0.56% (n = 360,000). AID 540364, 2011;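 active = activation above the average of all compounds screened plus 3 SD, cutoff fixed separately per campaign, cut at about 7.5% in these data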;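 also: 0% = DMSO wells and 100% = 10 µM SAHA wells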
* = called active by the depositor; . = not tested or not shown.

SMILES	PLCg1 inh	ADAM17 inh	DAX1 inh-1	ssDAF12 agonist	HGIII-sPLA2 inh	DAX1 inh-2	ADAM10 inh	hcDAF12 agonist	PLC-beta3 inh	hgDAF12 agonist	FXN GAA850 act
CCOC(=O)CC(NC(=O)C(CC)c1ccccc1)c1ccccc1Cl (configuration not stated)	1	-3	0.8	-1.3	0	-0.8	-8	-2.5	0	-2.1	-2.6
O=C(NCCc1ccccc1)c1cccnc1	0	-4	1.8	-0.7	6	1.3	-6	0.8	1	11*	2.4
Cn1c(=O)c(C#N)c(-c2ccccc2)n2cnnc12	-3	-5	0.0	-0.8	8	0.1	-6	-2.3	-3	0.2	-0.5
CC(=O)NCCc1ccc(C(=O)COC(=O)c2cc(C)oc2C)cc1	-6	0	0.1	-1.4	-6	-0.9	-11	1.1	-5	0.2	5.2
O=C(c1ccc(-c2ccccc2)cc1)N1CCC(C(=O)N2CCCC2)CC1	5	-1	1.4	-1.4	6	0.5	-4	-1.7	-1	-4.2	-3.1
COC(=O)c1ccc(C)c(NC(=O)Cc2ccc([N+](=O)[O-])cc2)c1	1	2	.	-0.5	-1	-0.5	-1	-0.2	0	-3.0	.
O=C(CSc1nc(O)cc(=O)n1-c1ccccc1)c1ccc(Br)cc1	-2	-5	0.3	-0.5	-7	1.4	2	-0.6	-10	1.9	3.3
c1ccc(-c2cccc3[nH]cc(-c4ccccc4)c23)cc1	-6	1	.	-1.1	-44	-0.2	-7	-1.3	-5	-0.7	.
CC1CN(C(=O)COC(=O)c2ccc(F)cc2Cl)CC(C)O1 (configuration not stated)	1	0	-0.3	-1.3	7	-0.5	-13	-0.4	1	-2.3	0.7
COc1ccc(C)cc1S(=O)(=O)N(C)CC(=O)Nc1ccc2c(c1)OCCO2	1	0	0.0	-1.6	-5	0.2	-101	-2.0	0	-1.0	1.6
COc1cc(N2C(=O)CSC23C(=O)Nc2ccccc23)cc(OC)c1OC (configuration not stated)	3	-3	-0.6	-1.1	-4	-0.3	0	-0.6	2	0.3	-0.3
CCCCN(C)C(=O)CNc1nnnn1-c1ccccc1	2	-1	.	-1.4	-1	1.1	1	0.8	0	0.5	.
CC/C(=N/NC(=O)c1ccc(Br)o1)c1ccc(Cl)cc1	-2	-6	0.7	-1.4	-1	0.7	-13	2.1	-2	12*	4.2
Cc1ccc(NC(=O)c2ncc(Cl)c(Cl)c2Cl)cc1C	2	0	2.5	-0.4	0	0.2	0	5.9*	-6	5.5	1.9
CCc1ccc(CNc2ccc3c(c2)ncn3C(C)(C)C)cc1	-16	-9	0.6	-0.1	-14	0.6	-7	5.2	-29	3.6	1.7
CNc1snc(C)c1C(=O)OCC(=O)NCc1ccccc1OC	1	-5	0.2	-0.9	5	-0.3	-19	-1.1	1	-3.2	0.2
CC(C)Nc1ccc(C(CC(N)=O)NC(=O)Cc2cccc3ccccc23)cc1[N+](=O)[O-] (configuration not stated)	7	6	1.7	-0.9	7	0.2	0	0.1	9	-1.1	0.4
CCOC(=O)c1ccc(N=c2ssnc2Cl)cc1	-1	1	-0.8	-1.3	1	0.8	7	0.0	3	-1.1	0.1
Cc1ccc(C(C)C)cc1OCC(=O)N1CCN(C(=O)c2ccco2)CC1	0	-4	1.1	-1.0	-3	1.1	2	-0.6	-1	-0.2	-1.6
CCOc1ccc(OCCC(=O)OCC(=O)NC2CC2)cc1	-11	6	0.8	-0.5	2	-0.1	-9	-0.1	3	2.6	0.2
Cn1c(=O)oc2cc(S(=O)(=O)NCc3ccc(Cl)cc3)ccc21	2	4	0.5	-0.9	-5	0.6	0	-2.1	-4	0.5	0.2
Cc1cc(C)cc(NC(=O)CSc2nnnn2-c2cccnc2)c1	0	0	-0.3	-0.8	-6	-0.1	2	0.2	2	1.3	0.8
Cc1cccnc1-n1c(CCN2C(=O)c3ccccc3C2=O)nc2ccccc2c1=O	2	1	-0.7	-1.4	3	0.2	2	-1.0	3	-3.1	1.6
CC(C)CN(C(=O)C1CC1)C1CCS(=O)(=O)C1 (configuration not stated)	6	0	0.5	-0.2	12	-1.0	0	0.1	-10	0.9	-1.0
COc1ccccc1NC(=O)N1CCN(C(=O)Nc2ccccc2OC)CC1	2	-6	-0.3	-0.2	5	-1.1	-9	1.5	-7	-0.2	1.6
Cc1cccc(Nc2c(-c3ccc(N4CCOCC4)cc3)nc3ncccn23)c1	-203	1	0.9	-1.2	4	-0.6	2	1.3	-276	1.6	-1.4
Clc1ccc([C@H]2OC[C@@]3(CNCCc4c[nH]c5ccccc45)CS[C@H](c4ccc(Cl)cc4)N23)cc1	-1	1	.	-0.8	-4	-0.2	3	-0.8	2	0.7	.
CCOC(=O)CNC(=O)C1(/C=C/c2ccccc2)CC(=O)N1c1ccc(OC)cc1 (configuration not stated)	-2	2	0.6	-1.4	-13	0.1	2	-1.0	-2	-1.6	0.5
CCOc1ccc(NC(=O)CN2CCN(CC(=O)Nc3ccc(OC)cc3)CC2)cc1	7	0	-0.4	0.0	-6	-2.3	5	-1.2	6	0.2	0.2
CCOC(=O)c1c(NC(=O)Cn2nnc(-c3ccccc3Cl)n2)sc(C)c1C	2	-1	0.3	-1.3	-13	0.2	1	-1.2	3	-2.4	1.1
O=C(Nc1cc(N2CCCCC2)ncn1)c1ccc(F)cc1	1	4	1.6	-1.4	-3	1.0	1	-0.6	3	1.5	1.6
c1cc(-c2nnc3n2N=C(c2ccc4c(c2)OCO4)CS3)ccn1	4	-2	.	-1.8	22*	-2.6	-13	-3.1	0	3.5	.
CS(=O)(=O)c1ccc(N2CCN(S(=O)(=O)c3cccs3)CC2)c([N+](=O)[O-])c1	4	-1	-1.1	-0.9	7	-3.9	-2	-2.3	-13	-2.3	-0.2
CCC(=O)Nc1nnc(S(=O)(=O)N(CC)c2ccc(OC)cc2)s1	1	-1	1.0	-1.4	-6	-0.1	-4	-2.2	-3	3.5	2.0
O=C(COC(=O)CCCNC(=O)c1ccc(Cl)cc1)Nc1cc(Cl)c(Cl)cc1Cl	-2	2	-0.5	-1.2	-1	0.5	1	-1.5	-2	-0.4	1.2
N#Cc1c(-c2ccncc2)c2c([nH]c1=S)CCCC2	-12	-11	0.6	-0.5	2	0.1	-7	-0.5	-13	-1.9	4.0
CC1(C)CC(=O)C=C(NCCCNC2CCCCC2)C1	2	-2	0.1	-1.0	2	2.0	7	-0.3	3	1.4	0.4
CCC1CCCCN1Cc1ccc(N)cc1 (configuration not stated)	1	-2	-0.4	-1.1	6	0.0	-2	-0.3	-4	-0.1	-0.8
CC1(C(=O)NC2CCCC2)CCC(=O)N1CCc1c[nH]c2ccccc12 (configuration not stated)	0	0	.	-1.5	-9	-0.1	-15	-0.6	-2	-1.7	.
Cc1ccc(C(C)C)c(OCc2nc(-c3nonc3N)no2)c1	-1	4	2.4	-1.5	-7	2.4	5	2.6	-3	4.3	0.9
Cc1cccc(NC(=O)C2CCN(c3nnc(-n4cccc4)s3)CC2)c1C	-7	1	.	-1.4	-1	-0.2	7	-1.4	5	-5.3	.
NC(=O)CCC(=O)N1CCCC(C(=O)c2ccc(C(F)(F)F)cc2)C1 (configuration not stated)	1	-1	1.6	-0.9	-4	-0.1	-1	3.0	2	0.9	2.1
CN(C)c1cc(N)c2ccccc2n1 (tested in a mixture with another compound)	0	-1	0.1	-0.2	0	1.1	-6	0.5	-4	2.6	0.1
Cc1cc(C)c(S(=O)(=O)N2CCCOC2CNC(=O)C(=O)NCc2ccncc2)c(C)c1 (configuration not stated)	1	4	-0.3	-1.1	5	0.8	8	-2.9	2	2.6	1.0
c1ccc(CNc2nc(NCCc3ccncc3)c3sccc3n2)cc1	1	-4	.	-1.6	-6	-0.1	-7	-3.6	0	-7.3	0.2
COc1ccccc1C1CC(=O)Oc2cc(C)c(Br)c(C)c21 (configuration not stated)	2	-3	-0.4	-1.1	-6	1.1	-8	2.0	2	1.0	-0.6
Cc1ccc(S(=O)(=O)NCCCNS(C)(=O)=O)cc1	1	-3	0.2	-0.7	6	-0.3	-6	0.1	-2	0.2	-0.3
CCOc1ccccc1OC(C)C(=O)Nc1ccc(S(=O)(=O)N2CCCC2)cc1 (configuration not stated)	-3	-4	-0.5	-0.9	-3	-1.6	-2	-1.3	-12	1.1	-1.1

Taken from above.
In ADAM17 inh, c1cc(-c2nnc3n2N=C(c2ccc4c(c2)OCO4)CS3)ccn1 reads -2
In ssDAF12 agonist, COc1cc(N2C(=O)CSC23C(=O)Nc2ccccc23)cc(OC)c1OC (configuration not stated) reads -1.1

(list continues)
SMILES	PLCg1 inh	ADAM17 inh	DAX1 inh-1	ssDAF12 agonist	HGIII-sPLA2 inh	DAX1 inh-2	ADAM10 inh	hcDAF12 agonist	PLC-beta3 inh	hgDAF12 agonist	FXN GAA850 act
CNC(=O)NC(=O)C(C)OC(=O)c1c(C)noc1C (configuration not stated)	2	0	1.2	-1.2	0	0.5	3	-1.0	1	-0.8	-0.7
COc1ccc(C(=O)N/C(=C/c2ccc(Cl)cc2)C(=O)NCc2ccncc2)cc1	-20	0	0.7	-1.6	-4	-1.0	4	-1.1	-38	-1.8	1.8
CC(C)(C)NC(=S)Nc1ccc(Nc2ccccc2)cc1	-1	1	-0.2	-0.6	11	0.1	0	1.9	3	2.3	0.3
Cc1cccc(N2CCN(C(=O)c3ccc4[nH]c(C)c(C)c4c3)CC2)c1C	-4	-1	-2.7	-0.9	-78	-3.4	2	0.9	-10	2.5	-3.9
Cc1cc([N+](=O)[O-])nn1Cc1ccc(C(=O)N/N=C/c2ccc(N(C)C)cc2)cc1	1	3	-0.4	-0.6	5	-0.6	0	-1.6	-10	-0.3	1.7
COc1ccc(CNC(=O)c2c(C)cc(=O)oc2C)cc1	0	-1	-0.6	-0.1	-10	0.0	4	-1.7	-7	-1.6	-0.9
CCC(=O)Nc1cccc(NC(=S)NC(=O)Cc2ccccc2)c1	0	-2	-0.6	-1.1	-4	-0.5	3	-0.4	0	-0.5	0.9

From PubChem BioAssay
